Assay outcomes deposited in PubChem BioAssay by The Scripps Research Institute Molecular Screening Center.
KLK7 zymogen act = proKLK7 zymogen activators, primary screen, biochemical, fluorescence intensity | Kallikrein-7 (Homo sapiens), P49862 | purified proKLK7, EDANS-DABCYL substrate fluorescence; 100% is mature enzyme control, 0% vehicle | activation, % at 7 µM | actives 0.9% (n = 370,000);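 active means activation above the mean of all tested compounds plus 3 SD, computed per campaign excluding outliers beyond control limits, cut at about 13% in these data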
Target sequence (P49862 whole entry, looked up): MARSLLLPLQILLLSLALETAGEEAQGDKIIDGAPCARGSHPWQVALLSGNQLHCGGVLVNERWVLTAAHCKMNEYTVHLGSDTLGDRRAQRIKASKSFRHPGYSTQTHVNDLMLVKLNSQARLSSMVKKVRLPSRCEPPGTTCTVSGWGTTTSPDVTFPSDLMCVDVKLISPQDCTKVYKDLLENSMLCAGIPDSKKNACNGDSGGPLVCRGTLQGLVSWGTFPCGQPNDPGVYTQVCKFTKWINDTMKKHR
DDE Tn7 FP inh = inhibitors of Tn7 peptide binding to fibrin DD(E), primary screen, biochemical, fluorescence polarization, human fibrin, Tn7 probe; FP displacement of FITC-Tn7 peptide from fibrin DD(E); 0% = median of compound wells per plate; inhibition, % at 8.3 µM; actives 0.13% (n = 370,000); Fibrinogen beta chain (Homo sapiens), P02675;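 active means inhibition above the mean of compounds falling within the control limits plus 3 SD of them, cut at about 14% in these data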;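 further: 0% = plate median of compound wells and 100% = 10 µM Aha-Tn7 peptide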
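Assay system: human fibrin DD(E). Input: DD(E) 2 µM final. Medium: Tris buffer with calcium and detergent, pH 7.8. Compound dosing: single point at 8.3 µM. Timing: 10 min plus 3 h, room temperature. Technique: fluorescence polarization of the labelled Tn7 tracer. Read-out: percent inhibition. Replicates: singlicate testing.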
TDP2 inh = human TDP2 enzyme inhibitors, primary screen, biochemical, epi absorbance, recombinant enzyme; T5PNP hydrolysis, p-nitrophenol absorbance 415 nm; inhibition, % at 12.8 µM; actives 0.34% (n = 370,000); AID 720702, 2013;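 active means inhibition above the mean of all tested compounds plus 3 SD, set per campaign, cut at about 25% in these data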;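 further: 0% = DMSO with enzyme and 100% = buffer with substrate but no TDP2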
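Assay system: Recombinant human TDP2 | Quantity: 120 nM TDP2 per well | Incubation: 2 h at 37 °C | Signal: Epi absorbance | Evaluation: Percent inhibition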
PLCg1 inh = PLC-gamma1 enzyme inhibitors, primary screen, biochemical, fluorescence, purified enzyme; 1-phosphatidylinositol 4,5-bisphosphate phosphodiesterase gamma-1 (Homo sapiens), P19174; fluorogenic substrate; inhibition, % at 12.2 µM; actives 0.84% (n = 370,000); in the data active means inhibition above about 9.5%
ADAM10 inh = human ADAM10 inhibitors, primary screen, biochemical, QFRET, HTS. Disintegrin and metalloproteinase domain-containing protein 10 (Homo sapiens), O14672. AID 720582, 2013. recombinant ADAM10, EDANS/DABCYL FRET peptide cleavage, 3 h. actives 0.62% (n = 370,000). inhibition, % at 7 µM;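 active means inhibition above a per-campaign cutoff equal to the mean of compounds falling between control-based bounds plus 3 SD, cut at about 20% in these data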;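 further: 0% = DMSO wells while the 100% control is not disclosed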
Target sequence (O14672 214-748 limits assumed): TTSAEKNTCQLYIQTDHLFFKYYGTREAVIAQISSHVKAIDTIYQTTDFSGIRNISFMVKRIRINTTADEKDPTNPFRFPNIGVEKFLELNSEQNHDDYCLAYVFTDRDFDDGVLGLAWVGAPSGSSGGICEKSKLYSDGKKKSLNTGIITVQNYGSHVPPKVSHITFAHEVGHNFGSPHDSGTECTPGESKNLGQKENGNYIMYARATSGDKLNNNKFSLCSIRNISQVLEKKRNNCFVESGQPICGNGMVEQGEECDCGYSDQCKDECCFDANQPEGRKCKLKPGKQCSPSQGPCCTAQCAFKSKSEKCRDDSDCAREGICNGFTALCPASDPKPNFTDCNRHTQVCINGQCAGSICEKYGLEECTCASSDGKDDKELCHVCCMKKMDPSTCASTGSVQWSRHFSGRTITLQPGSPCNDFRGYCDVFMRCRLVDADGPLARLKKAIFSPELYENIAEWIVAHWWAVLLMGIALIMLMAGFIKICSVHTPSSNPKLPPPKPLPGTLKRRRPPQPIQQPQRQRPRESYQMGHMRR
DDE Tn6 FP inh = inhibitors of Tn6 peptide binding to fibrin DD(E), primary screen, biochemical, fluorescence polarization, human fibrin, Tn6 probe. Fibrinogen beta chain (Homo sapiens), P02675. Fibrin DD(E) TRITC-Tn6 fluorescence polarization displacement. inhibition, % at 8.3 µM. actives 0.21% (n = 370,000);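 active means inhibition above a per-campaign cutoff: mean of compounds within control limits plus 3 SD, cut at about 15% in these data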;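 further: 0% = median of all compound wells on the plate and 100% = blocking peptide control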
ARFGAP1 inh = inhibitors of rat ARFGAP1 GAP activity, primary screen, biochemical, fluorescence polarization, GDP tracer. AID 651572, 2012. ADP-ribosylation factor GTPase-activating protein 1 (Rattus norvegicus), Q62848. actives 0.26% (n = 360,000). Arfgap1-stimulated ARF1 GTP hydrolysis, GDP FP detection. inhibition, % at 16.5 µM;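 active means inhibition above a per-plate limit, mean inhibition of low control wells plus 3 SD, cut at about 25% in these data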;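 further: 0% = DMSO wells with enzyme and 100% = wells lacking Arfgap1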
Target sequence (Q62848 1-136 limits assumed): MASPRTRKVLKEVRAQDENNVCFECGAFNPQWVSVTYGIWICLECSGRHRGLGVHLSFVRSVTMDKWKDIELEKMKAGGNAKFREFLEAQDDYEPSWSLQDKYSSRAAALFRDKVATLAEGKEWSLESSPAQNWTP
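Repeats: one replicate per compound; assay system: rat Arfgap1 catalytic domain, aa 1-136; times: enzyme reaction 120 min at 25 °C after 20 min preincubation; detection: FP of antibody-bound GDP Alexa 633 tracer, ex 620/em 688 nm; benchmarks: high control wells lacking Arfgap1, low control full reaction with DMSO; reagent: human ARF1(Δ1-17)-GTP substrate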
LEDGF integ inh = blockers of LEDGF/p75-dependent integrase strand transfer – biochemical, TR-FRET, high throughput, primary screen | HIV-1 integrase (with human LEDGF/p75) | TR-FRET IN-LEDGF/p75 DNA integration, Eu/Cy5 | inhibition, % at 3.7 µM | actives 0.64% (n = 370,000) | AID 743269, 2014;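 active means inhibition above the screen-wide mean plus 3 SD, cut at about 13% in these data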;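 further: signal is the Cy5 over europium emission ratio at 671 and 618 nm; 0% = plate median of compound wells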
ADAM17 inh = ADAM17 inhibitors, primary screen, biochemical, QFRET. Disintegrin and metalloproteinase domain-containing protein 17 (Homo sapiens), P78536. inhibition, % at 6.95 µM. actives 0.83% (n = 370,000). recombinant ADAM17, EDANS/DABCYL FRET peptide cleavage;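 active means inhibition above the mean of compounds lying between control limits plus 3 SD, set per campaign, cut at about 8.5% in these data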;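 further: 0% = DMSO-only wells as the low control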
ASAP1 inh = inhibitors of human ASAP1 ArfGAP activity, primary screen, biochemical, fluorescence polarization. Arf-GAP with SH3 domain, ANK repeat and PH domain-containing protein 1 (Homo sapiens), …. ASAP1-stimulated ARF1 GTP hydrolysis, GDP FP detection. inhibition, % at 16.5 µM. actives 0.19% (n = 360,000). AID 624377, 2012; in the data active means inhibition above about 25%;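 further: 0% = vehicle with enzyme and substrate and 100% = no enzyme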
Starred values were filed as active, the others as inactive; . = not tested or not shown.

SMILES | KLK7 zymogen act | DDE Tn7 FP inh | TDP2 inh | PLCg1 inh | ADAM10 inh | DDE Tn6 FP inh | ARFGAP1 inh | LEDGF integ inh | ADAM17 inh | ASAP1 inh
O=C(NC1CCCCCC1)C1C2C=CC3(CN(Cc4cccnc4)C(=O)C13)O2 (stereo unspecified) | -0.6 | 6 | 16 | 1 | -9 | 1 | -3 | -2 | -7 | 4
CCn1c(SCC(=O)Nc2cccc(C)c2)nc2c(c1=O)SC(C)C2 (stereo unspecified) | 0.4 | 11 | 2 | -1 | -5 | -2 | -4 | 2 | 0 | 14
CCOC(=O)N1CCN(C(=O)CCN2C(=O)COc3ccc(C)cc32)CC1 | -0.1 | -3 | -12 | 5 | 1 | -1 | 9 | 6 | -3 | -25
CCCCc1ccc(-c2ccc(Br)cc2)nc1 | 0.5 | -1 | 7 | -2 | -11 | -1 | 4 | 0 | -5 | -2
O=C(Oc1ccc(C(=S)N2CCOCC2)cc1)c1ccccc1F | -0.5 | 1 | 14 | 0 | -3 | 5 | 1 | 2 | -1 | 19
Cc1cc2c(cc1S(=O)(=O)CCC(=O)NC1CCCCC1C)OCC(=O)N2 (stereo unspecified) | 0.4 | -4 | 3 | 1 | -4 | -5 | 13 | -3 | -3 | 1
Cc1ccc(-c2cc3ncc(C#N)c(N)n3n2)cc1 | 0.1 | -3 | 10 | -4 | -10 | 2 | -5 | -1 | -1 | 5
O=C(NCCc1ccccc1)C1CCC(CNc2c(N3CCCCC3)c(=O)c2=O)CC1 (stereo unspecified) | 0.7 | 2 | -2 | 1 | -5 | 12 | 4 | -2 | 2 | -12
O=C(N/N=C/c1cc2c(cc1Cl)OCO2)c1ccncc1 | 0.9 | 7 | -6 | -12 | -2 | 6 | 2 | -1 | 3 | 2
O=C1c2ccccc2C(=O)C1C(=O)C1CC1 | 0.6 | -2 | 1 | -1 | -14 | 2 | -9 | -3 | 1 | 0
CNC(=O)CO/N=C/c1ccc(N(C)C)cc1 | 0.1 | -8 | 10 | -2 | -21 | -3 | 4 | 0 | -5 | -2
COc1ccccc1S(=O)(=O)N(C)C[C@@H]1Oc2cc(C#CCC(C)C)ccc2S(=O)(=O)N([C@H](C)CO)C[C@@H]1C | -0.4 | 8 | -18 | -1 | 26* | 1 | 6 | -2 | 11* | -20
O=C(O)C1=C(OCc2ccccc2)C(=O)NCC1 | 0.4 | 0 | 9 | 0 | -19 | -2 | 5 | -3 | -4 | 2
COc1ccccc1/C=C1\C(=O)Nc2ccccc21 | -0.4 | -6 | -6 | 2 | 6 | 1 | 1 | 3 | 3 | 5
Clc1ccc(CN(CC2CCCO2)C(c2cccs2)c2nnnn2C2CCCC2)cc1 (stereo unspecified) | 1.2 | 10 | 11 | 1 | -19 | 5 | -2 | 1 | -6 | 2
COc1ccc(/C=N/NC(=O)CC2N=C(Cc3ccccc3)NNC2=O)cc1OC (stereo unspecified) | -0.4 | -4 | 3 | -2 | 0 | 3 | -9 | -2 | -2 | 10
COc1cc2c(cc1OC)C(C)N(C(=O)c1cccs1)CC2 (stereo unspecified) | 0.0 | -3 | 5 | 1 | -3 | 7 | 12 | -3 | -2 | 4
CC1CCCN(CCOCCOc2ccc(Cl)cc2Br)C1 (stereo unspecified) | -0.2 | 0 | 4 | 3 | -10 | 4 | 5 | 5 | -6 | 2
COc1cc(C(=O)Nc2nc(C)cc(C)n2)cc(OC)c1OC | 0.2 | -3 | 7 | 1 | 2 | -7 | 8 | 59* | -4 | 2
NC(=O)N=Nc1c2[nH]c3ccccc3nc-2c2ccccc12 | -0.5 | 6 | -14 | 2 | -2 | -6 | 6 | -3 | -1 | 8
NC(=O)CCn1ccc2ccccc21 | 0.0 | 4 | -13 | -1 | 2 | 4 | 2 | 6 | 1 | 9
COC(CNC(=O)CNC(=S)N(CCCN1CCOCC1)Cc1cccs1)OC | -0.1 | 1 | -4 | -1 | -2 | -10 | -3 | -6 | -2 | 4
Cc1ccc(C)c(N2CCN(C(=O)c3cc4sccc4n3C)CC2)c1 | -0.4 | -3 | 2 | -1 | 17 | -4 | -5 | 3 | 0 | 9
COc1ccc(NS(=O)(=O)c2cccc3cccnc23)cc1OC | -0.2 | 3 | -9 | 4 | -4 | -4 | 4 | 4 | 0 | 1
Cc1nc(N2CCOCC2)[nH]c(=O)c1C | 0.7 | -6 | 9 | -1 | -3 | 1 | 3 | 1 | -4 | -3
O=C(CCCCn1cnc2c(=S)nc[nH]c21)Nc1ccc(C(=O)O)c(O)c1 | -0.1 | 4 | 6 | -1 | -15 | 5 | -4 | -3 | -9 | -6
Cc1ccc(-c2cc(-c3nnc(SCc4cccc5ccccc45)n3N)[nH]n2)cc1 | -0.4 | 5 | 1 | 8 | -10 | -8 | . | 1 | 1 | .
OCCNc1nc2ccccc2n1CCN1CCCCC1 | -0.1 | -6 | 7 | 3 | -1 | -12 | 4 | -1 | -5 | 4
COc1ccc(/C=C/c2ccccc2)cc1[C@H]1[C@H]2C=CC[C@@H](C)[C@@H]2C(=O)N1Cc1ccccc1 | 0.1 | 7 | -6 | 2 | -3 | 7 | -1 | -3 | -2 | 7
Nc1ccccc1-c1ccc([N+](=O)[O-])cc1 | 0.0 | -3 | 4 | -1 | -1 | 6 | -1 | -1 | -3 | -2
Cc1cc(C(=O)Nc2ccc3c(c2)OCO3)no1 | 0.1 | -3 | -9 | 2 | -2 | 3 | 11 | -5 | 4 | -3
COC(=O)[C@H](CC(C)C)NS(=O)(=O)c1c(F)cccc1F | 0.1 | -1 | 6 | -1 | -17 | -1 | 4 | -2 | -1 | 0
Cc1nnc(N/N=C/c2c(Cl)cccc2Cl)n1N | 0.4 | 7 | 52* | 5 | -4 | 6 | -1 | 35* | -4 | 4
COc1ccc(NC(=O)COC(=O)C(NC(=O)c2ccc(C)cc2)C(C)C)cn1 (stereo unspecified) | -0.2 | -1 | -3 | 0 | -1 | 9 | 6 | 6 | -2 | 13
COc1cccc(/C=C/C(=O)NNC(=O)c2ccncc2)c1OC | -0.4 | 4 | -1 | -6 | -16 | -8 | 6 | -7 | 0 | 0
Cc1ccc(N(Cc2cc3ccc(C)cc3[nH]c2=O)C(=O)c2ccco2)c(C)c1 | 0.7 | 2 | -26 | 7 | 0 | 6 | 11 | 2 | 1 | 0
Cc1ccc(C)c(C(=O)Cn2ncc(Cl)c(Cl)c2=O)c1 | 1.0 | 2 | 3 | 0 | 6 | 3 | -6 | 0 | -2 | -5
CCn1c(CCNC(=O)c2cccs2)n[nH]c1=S | -0.6 | 3 | 7 | 3 | -5 | -3 | 4 | -2 | -2 | -6
Cc1ccc(C)c(NC(=S)N2CCCC2)c1 | 0.0 | 3 | -2 | 1 | -1 | -2 | -1 | 0 | -3 | 4
O=C(Cn1nnc2ccccc21)NC1CCCCC1 | 0.0 | -3 | 5 | 1 | -7 | 0 | 1 | -1 | -5 | 1
O=C(NCc1ccc(Cl)s1)C1CCC(=O)N(CCc2ccccn2)C1 (stereo unspecified) | -0.2 | 1 | 11 | 3 | 0 | -3 | -1 | 1 | -2 | -19
COCC1CCN(C(=O)c2cc(COc3ccc(OC)c4ccccc34)on2)C1 (stereo unspecified) | 0.3 | 5 | 16 | -5 | 1 | -2 | 14 | -2 | -2 | 0
CN(CC(=O)Nc1ccc(Cl)c(C(F)(F)F)c1)C(=O)c1cccs1 | 0.4 | -9 | -7 | 3 | 3 | 2 | 10 | 1 | 2 | -1
O=C(Cn1nc(C(=O)O)c2ccccc2c1=O)Nc1ccc(Cl)c(S(=O)(=O)N2CCOCC2)c1 | 0.2 | 6 | -3 | -1 | -2 | 1 | -6 | 1 | 2 | -5
COc1nccc(C(F)(F)F)c1C(=O)NC(=O)Nc1ccccc1 | 0.0 | 0 | -14 | 0 | -8 | -9 | 16 | 2 | 0 | 7
O=C(NC(=S)NNS(=O)(=O)c1ccccc1)c1ccccc1[N+](=O)[O-] | -0.8 | -6 | 5 | 1 | -4 | -6 | 1 | -7 | -2 | -6
O=C(NCc1cccnc1)C(C(=O)c1ccc(F)cc1)n1ccccc1=O (stereo unspecified) | 0.0 | -6 | -6 | 3 | 4 | -5 | 12 | -1 | 0 | -3
N/C(CCCN1CCCCC1)=N/O | 0.4 | 7 | -10 | 1 | 6 | 4 | 6 | -3 | 2 | 2
COc1cccc(OCCn2cc(C(=O)c3ccco3)c3ccccc32)c1 | 0.6 | 7 | 0 | -18 | 3 | -1 | -3 | 3 | 3 | 9
Cc1cc(C)n2nc(C(=O)OCC(=O)N(CC(C)C)CC(C)C)nc2n1 | -0.4 | -2 | -12 | 3 | 12 | 0 | -4 | 4 | 6 | 2
CCOC(=O)C1(C)CCCN1C(=O)c1ccc(OC)c(F)c1 (stereo unspecified) | -0.7 | 6 | 6 | -1 | -10 | -7 | 5 | -2 | -1 | -7

Record cards, from the list above. Order of values: KLK7 zymogen act | DDE Tn7 FP inh | TDP2 inh | PLCg1 inh | ADAM10 inh | DDE Tn6 FP inh | ARFGAP1 inh | LEDGF integ inh | ADAM17 inh | ASAP1 inh
O=C(NCc1ccc(Cl)s1)C1CCC(=O)N(CCc2ccccn2)C1 (stereo unspecified) across the screens: -0.2 | 1 | 11 | 3 | 0 | -3 | -1 | 1 | -2 | -19
CCOC(=O)C1(C)CCCN1C(=O)c1ccc(OC)c(F)c1 (stereo unspecified) across the screens: -0.7 | 6 | 6 | -1 | -10 | -7 | 5 | -2 | -1 | -7
